ssDAF-12 act: activates DAF-12 receptor from parasite S. stercoralis; HEK293 ssDAF-12/GRIP1 lit1-tk-luc reporter, luminescence; % of 3 µM dafachronic acid response; AID 652126; 370,000 compounds, 1% hits; activation, % at 6.8 µM;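 active = activation above the mean over all tested compounds plus 3 SD, cut at about 0.9% in these data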;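 also: 0% = DMSO-only wells and 100% = 3 µM delta7-dafachronic acid wells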
GAA850 FXN act: increases GAA850 frataxin promoter reporter activity; HEK293 lucGAA850 FXN promoter luciferase reporter, 24 h; percent of 10 µM SAHA response; activation, % at 6 µM; 360,000 compounds, 0.56% hits;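 active = activation above the average of all compounds screened plus 3 SD, cutoff fixed separately per campaign, cut at about 7.5% in these data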;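 also: 0% = DMSO wells and 100% = 10 µM SAHA wells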
hcDAF-12 act: H. contortus DAF-12 activation, primary screen; HEK293 hcDAF-12 lit1-tk-luc reporter, luminescence; 0% DMSO, 100% Δ7-dafachronic acid; activation, % at 6.8 µM; 370,000 compounds, 1.4% hits;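 active = activation above the mean of all tested compounds plus 3 SD, cut at about 5.5% in these data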;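 also: 100% = response to 3 µM Δ7-dafachronic acid high control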
ADAM10 inh: inhibits human ADAM10; O14672; recombinant ADAM10, EDANS/DABCYL FRET peptide cleavage, 3 h; inhibition, % at 7 µM; 370,000 compounds, 0.62% hits;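 active = inhibition above a per-campaign cutoff equal to the mean of compounds falling between control-based bounds plus 3 SD, cut at about 20% in these data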;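 also: 0% = DMSO wells while the 100% control is not disclosed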
DAX1 inh-1: DAX1 (NR0B1) inhibition, primary screen. inhibition, % at 6.8 µM. HEK293T StAR-luciferase reporter, SF-1/DAX-1 repression relief. 370,000 compounds, 1.1% hits. AID 652010;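 active = inhibition above the mean over all tested compounds plus 3 SD, cut at about 3.6% in these data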;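 also: 0% = DAX-1 cells with DMSO and 100% = cells lacking DAX-1 with DMSO; higher inhibition means more luminescence from relief of DAX-1 repression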
PLC-gamma1 inh: PLC-gamma1 (human) inhibition, primary screen. 370,000 compounds, 0.84% hits. inhibition, % at 12.2 µM. P19174. AID 720700. purified PLC-gamma1, fluorogenic substrate, fluorescence; in the data active = inhibition above about 9.5%
Target sequence (P19174 whole entry, looked up): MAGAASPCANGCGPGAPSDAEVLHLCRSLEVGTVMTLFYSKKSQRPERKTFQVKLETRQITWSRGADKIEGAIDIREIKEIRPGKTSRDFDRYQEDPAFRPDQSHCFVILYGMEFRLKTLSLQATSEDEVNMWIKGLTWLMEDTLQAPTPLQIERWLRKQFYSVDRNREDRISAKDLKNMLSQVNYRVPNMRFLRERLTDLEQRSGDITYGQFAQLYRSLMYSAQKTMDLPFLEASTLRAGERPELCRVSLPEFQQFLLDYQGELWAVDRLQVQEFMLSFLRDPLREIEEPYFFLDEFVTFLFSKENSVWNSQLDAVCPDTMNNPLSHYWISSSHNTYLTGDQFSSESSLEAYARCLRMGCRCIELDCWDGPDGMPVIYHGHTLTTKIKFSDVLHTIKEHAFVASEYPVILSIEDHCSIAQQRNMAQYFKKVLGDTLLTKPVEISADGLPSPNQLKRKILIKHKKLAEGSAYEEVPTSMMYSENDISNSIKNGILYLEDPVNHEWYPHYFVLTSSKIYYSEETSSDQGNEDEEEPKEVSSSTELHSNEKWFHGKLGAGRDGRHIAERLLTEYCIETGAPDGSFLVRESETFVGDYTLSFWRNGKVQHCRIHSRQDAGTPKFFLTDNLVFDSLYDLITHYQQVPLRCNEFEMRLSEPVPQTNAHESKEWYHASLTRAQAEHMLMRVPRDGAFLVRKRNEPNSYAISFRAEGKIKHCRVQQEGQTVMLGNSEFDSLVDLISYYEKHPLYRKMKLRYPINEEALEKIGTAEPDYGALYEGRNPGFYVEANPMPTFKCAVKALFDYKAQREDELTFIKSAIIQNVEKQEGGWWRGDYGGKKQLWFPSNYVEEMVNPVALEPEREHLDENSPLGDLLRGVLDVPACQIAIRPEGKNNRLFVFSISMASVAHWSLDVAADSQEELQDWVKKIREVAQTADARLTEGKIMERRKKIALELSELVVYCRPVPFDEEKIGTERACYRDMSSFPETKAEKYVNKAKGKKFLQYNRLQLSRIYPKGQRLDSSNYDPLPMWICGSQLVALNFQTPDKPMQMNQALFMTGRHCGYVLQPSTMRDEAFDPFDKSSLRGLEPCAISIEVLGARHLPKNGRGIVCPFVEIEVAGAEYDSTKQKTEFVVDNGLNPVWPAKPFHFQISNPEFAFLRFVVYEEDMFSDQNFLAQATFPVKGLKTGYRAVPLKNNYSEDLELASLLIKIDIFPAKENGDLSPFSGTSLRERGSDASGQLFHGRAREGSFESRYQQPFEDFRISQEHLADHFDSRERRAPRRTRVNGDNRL
ADAM17 inh: ADAM17 inhibition, QFRET primary screen. inhibition, % at 6.95 µM. recombinant ADAM17, EDANS/DABCYL FRET peptide cleavage. 370,000 compounds, 0.83% hits;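 active = inhibition above the mean of compounds lying between control limits plus 3 SD, set per campaign, cut at about 8.5% in these data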;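 also: 0% = DMSO-only wells as the low control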
hgDAF12 agonist: agonists of H. glycines DAF-12 nuclear receptor; 370,000 compounds, 1.8% hits; activation, % at 6.8 µM; HEK293 GAL4-hgDAF12 UAS-luciferase reporter, agonist luminescence; normalized to butyrate control;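 active = activation above a cutoff set at the mean of all screened compounds plus 3 SD, cut at about 10% in these data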;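 also: 0% = DMSO wells and 100% = sodium butyrate wells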
PLCb3 inh: PLC-beta3 (human) inhibition, primary screen; Q01970; Purified PLC-beta3, fluorogenic substrate, fluorescence; 370,000 compounds, 0.18% hits; inhibition, % at 12.2 µM; in the data active = inhibition above about 11%;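 also: 0% = median of compound wells on plate and 100% = full blocker control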
sPLA2-III inh: Inhibits HGIII-sPLA2 liposome hydrolysis, primary screen; Q9NZ20; QFRET BODIPY PC-A2 liposome hydrolysis, fluorescence; inhibition, % at 12.2 µM; 370,000 compounds, 0.56% hits; AID 743126;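 active = inhibition above mean plus 3 SD of compounds lying within the high and low control bounds, cut at about 19% in these data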;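 also: 0% = median of test compound wells and 100% = no enzyme DMSO wells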
DAX1 inh-2: inhibitors of human orphan nuclear receptor DAX1 (NR0B1) | HEK293 Gal4-DAX1 luciferase reporter, luminescence | inhibition, % at 6.75 µM | 340,000 compounds, 0.99% hits | AID 504766;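 active = inhibition above the mean over all tested compounds plus 3 SD, cut at about 4.2% in these data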;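 also: 0% = DAX1-transfected cells with DMSO and 100% = empty-vector control cells with DMSO; inhibition shows as a rise in luminescence from relieved DAX1 repression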
* = called active by the depositor; i = inactive; x = no result given; & = joins results of further samples.

SMILES	ssDAF-12 act	GAA850 FXN act	hcDAF-12 act	ADAM10 inh	DAX1 inh-1	PLC-gamma1 inh	ADAM17 inh	hgDAF12 agonist	PLCb3 inh	sPLA2-III inh	DAX1 inh-2
CCOC(=O)c1ccc(NC2c3ccccc3C(=O)N2c2ccc(C)cn2)cc1 (configuration not stated)	-0.8	1.5	0.7	-5	0.1	-2	0	-1.3	3	-1	1.6
CC(C)CC(=O)NC(=S)Nc1ccc(F)cc1F	-1.6	1.1	-0.9	6	-0.3	-1	-1	5.0	0	7	0.2
O=c1oc2ccccc2c2c1cnc1ccccc12	-0.6	-1.7	2.7	-15	-0.7	-3	-2	0.4	0	-3	-0.1
Cc1c(CNCCC2=CCCCC2)c(C(=O)O)c(C)n1Cc1ccccc1	-1.0	-3.0	-1.5	-4	0.5	3	-2	-2.4	2	11	-1.4
CN(C)C(=O)c1c(-c2ccccc2)oc2ccc(O)cc12	-0.6	-2.5	-0.8	-320	-0.2	-97	-105	-2.2	-145	-7	-1.0
Cc1nc(SCc2ccccc2)c2ccsc2n1	-2.1	1.4	-2.2	-1	-0.3	0	-5	-1.7	-8	7	-0.9
O=C(NCC1CCCN1S(=O)(=O)c1cccs1)c1cccc(Cl)c1 (configuration not stated)	-1.1	0.7	-1.0	-3	-3.1	-5	-1	-1.1	-1	0	-1.8
CCCn1c(=O)n(N)c2ccccc21	-0.7	-0.8	0.2	12	-0.1	7	7	0.7	9	5	0.1
CC1=Nc2ccc(C)c3nc(C)cc(c23)N1c1ccc(C)cc1	-0.1	3.4	-1.9	i	-0.5	i	-168	-1.0	i	8	-0.7
COC[C@H]1CCCN1[C@H]1CS(=O)(=O)N[C@@H]1COCc1ccccc1	0.2	x	-1.9	-3	-0.4	-2	-3	-1.6	2	-4	x
COc1cccc2c1O/C(=N\O)C(C(=O)Nc1cccc(C)c1C)C2 (configuration not stated)	-1.0	-0.2	-0.9	-4	-0.2	1	-5	-0.2	-6	-2	0.1
CCOc1ccc(C(=O)C[n+]2ccccc2C)cc1	-1.7	0.5	-0.1	-11	-0.2	7	1	-2.1	-1	9	-0.3
Cc1c(NC(=S)NC(NC(=O)C(C)(C)C)C(Cl)(Cl)Cl)c(=O)n(-c2ccccc2)n1C (configuration not stated)	0.2	-1.0	-0.5	-5	0.2	0	-3	3.3	4	6	-2.1
O=S(=O)(NCc1ccc(F)cc1)c1ccc(-c2cnc(C3CC3)o2)cc1	-1.8	-0.2	-1.6	-17	-2.5	-4	-6	-0.8	-13	-22	0.3
Cc1[nH]nc(N=CC2=C(O)CC(C)(C)CC2=O)c1-c1ccc(Cl)cc1	-1.2&-0.9	-0.3&3.3	-2.1&-0.6	-25&-18	-0.4&0.9	-17&-19	-9&-9	-0.6&0.3	-26&-34	3&2	-1.1
COc1ccc(S(=O)(=O)NCCC(=O)NCc2ccccc2)cc1	-1.4	-1.0	0.7	8	0.0	1	4	1.5	5	0	-0.4
COc1ccccc1C(CCN(Cc1cccs1)C(C)=O)c1ccco1 (configuration not stated)	-1.1	0.5	-1.5	0	-0.8	-12	-4	-1.0	-14	-5	-0.2
Cn1c(CC2Sc3ccccc3NC2=O)nnc1SCC(=O)c1ccc(Cl)cc1 (configuration not stated)	-0.3	1.4	1.0	3	0.3	2	0	2.7	-1	-19	-0.7
CC(C)c1ccc(N2C(=O)/C(=C/N(C)C)SC2=S)cc1	-1.2	2.8	0.4	3	0.1	-60	1	0.4	-82	-6	-1.4
CCC(=O)NCCc1nc2ccccc2[nH]1	-1.2	-0.3	5.0	3	-0.2	3	-3	-1.4	3	-4	-0.4
CCn1c(CC(=O)Nc2ccc(C)cc2)nnc1SCC(=O)NCc1ccccc1	-0.9	-0.9	-0.2	2	0.6	1	-3	1.2	-2	-1	0.7
Cc1ccc(C)c(S(=O)(=O)N(C(=O)c2ccncc2)c2ccc(OC(=O)c3ccncc3)cc2)c1	-1.5	-1.4	-1.7	-2	-0.8	4	-3	3.2	1	-25	1.7
CCOC(=O)[C@]12CCC=C1N(Cc1ccco1)C(=O)[C@H](CC(=O)NCc1cccc3ccccc13)C2	-1.1	x	-0.5	0	0.2	-5	1	-0.3	-3	-3	x
Cn1c(=O)oc2cc(S(=O)(=O)NCC3CCCO3)ccc21 (configuration not stated)	-0.3	-0.7	0.2	-10	0.1	-2	-2	0.3	0	-3	1.6
CC(CNC(=O)CC(C)(C)C)NC(=O)CC(C)(C)C (configuration not stated)	-1.1	0.6	-1.1	-7	0.5	0	-6	0.9	6	7	0.4

(cont.)
SMILES	ssDAF-12 act	GAA850 FXN act	hcDAF-12 act	ADAM10 inh	DAX1 inh-1	PLC-gamma1 inh	ADAM17 inh	hgDAF12 agonist	PLCb3 inh	sPLA2-III inh	DAX1 inh-2
CCOc1ccc(-c2nnn(CC(=O)c3ccc4c(c3)OCCO4)n2)cc1OCC	-1.7	0.9	0.9	0	0.0	0	-3	0.3	-2	-31	0.5
COc1ccc([N+](=O)[O-])cc1C(=O)NCCOc1ccc(Cl)cc1	-1.4	-0.1	-2.0	6	-0.6	3	1	-3.7	-1	-1	-0.6
O=C(CSc1nnc(Cc2ccccc2)n1Cc1ccco1)NC12CC3CC(CC(C3)C1)C2	-1.4	-0.3	-2.6	7	-1.0	2	4	-0.2	4	-24	-1.3
CCOc1ccccc1C1C(C(=O)OC)=CN(C)C=C1C(=O)OC	-0.6	-0.5	-0.7	i	0.2	i	i	-1.9	i	4	0.3
CCCc1nc2oc3c(NCCCN(C)C)ncnc3c2c2c1CCCC2	-1.6	0.9	-2.6	-68	0.1	-7	-25	-0.7	-18	7	x
CCCCOc1ccc(CSC2=NCCN2)cc1[N+](=O)[O-]	-0.8	6.9	1.7	2	0.2	1	0	5.8	3	-2	-1.8
COc1cccc(NC(=O)C2CCCN2C(=O)Nc2cccc3c2OCO3)c1 (configuration not stated)	-0.6	x	-1.6	2	-0.1	4	2	5.8	3	6	x
Cc1cccc(Cc2nc3ccccc3[nH]2)c1	0.1	2.2	3.7	-10	-1.4	2	-8	2.0	0	3	1.3
COC(=O)[C@@H](NS(=O)(=O)c1cc(Br)ccc1Br)C(C)C	-0.4	0.8	-0.1	-8	-0.7	-1	1	-1.7	3	-2	0.5
O=C(N/C(=C\c1cccnc1)C(=O)N1CCOCC1)c1cccc(Br)c1	-1.4	-0.2	-0.5	-12	-0.4	7	-4	-0.5	-1	0	1.1
Cc1nn(C/C(C#N)=N\O)c(C)[n+]1N	-0.8	2.3	-0.4	-7	-0.1	1	-3	0.8	-2	-1	0.3
Cn1c(CN2CCN(CCO)CC2)c(C#N)c2ccccc21	-1.6	-1.3	-0.6	-4	0.3	-1	-3	-0.1	-10	6	2.5
COC(=O)c1ccc(NC(=O)COC(=O)C2CC(=O)N(Cc3ccccc3)C2)cc1 (configuration not stated)	-1.5	0.6	0.2	7	-0.2	4	2	1.0	2	-3	4.2*
Cc1cc(=O)oc(C)c1C(=O)NCc1c(F)cc(F)cc1F	-1.2	0.5	-1.8	-60	0.3	-21	-29	1.4	-27	2	1.1
COc1cccc(CC(=O)OCC(=O)N(C)CC(=O)Nc2ccccc2Cl)c1	-1.4	1.6	1.1	-2	0.6	1	-2	1.6	-2	-2	0.4
CN(C(=O)CCNC(=O)Cn1cnc2ccccc2c1=O)c1ccc(Br)cc1	-1.1	0.9	0.6	7	0.3	-1	1	-1.0	1	1	-1.0
COc1ccc(C(NC(=O)C(C)C)c2c(O)ccc3ccccc23)cc1OC (configuration not stated)	-1.3	0.6	0.7	-60	-0.4	-13	-25	-0.7	-18	-12	-1.4
Cc1c(NC(=O)CSc2ccccc2Cl)c(=O)n(-c2ccccc2)n1C	-1.0	1.2	-2.1	-2	0.0	-1	1	-1.3	5	-3	-0.3
CCOc1cc(NC(=O)C2CCCCC2)c(OCC)cc1NC(=O)c1ccccn1	-0.5	-1.3	-2.3	-2	-0.6	-3	3	-2.9	-4	-6	-0.6
Fc1ccc(C2N(c3ccccc3)C(=S)N3CCCN23)cc1 (configuration not stated)	-1.1	-0.5	-0.3	7	0.6	7	2	-1.9	4	9	-1.3
Cc1ccc(C)c(-n2nnnc2Sc2nnnn2-c2ccccc2)c1	-1.1	-15	-0.2	-9	-1.1	-2	-4	-1.4	1	2	-0.3
COC(=O)CSc1nnc(-c2ccccc2OC)o1	0.0	1.1	1.3	6	-0.4	4	-1	2.3	3	0	0.3
COc1ccc(-n2nc3c(c2NC(=O)COc2cccc(OC)c2)CS(=O)(=O)C3)cc1	-1.0	-0.5	-0.6	2	-1.7	0	2	1.2	-6	-5	0.2
CCOC(=O)N1CCN(CC(=O)N2CCC(C(N)=O)CC2)CC1	-1.6	1.1	-0.8	1	0.3	-40	0	-1.6	-10	3	-1.9
Cc1ccc(-n2nnnc2SCC(=O)NNC(=O)c2ccco2)c(C)c1	-0.8	-1.9	1.2	1	0.2	0	-4	1.1	-5	-3	-0.4

(cont.)
SMILES	ssDAF-12 act	GAA850 FXN act	hcDAF-12 act	ADAM10 inh	DAX1 inh-1	PLC-gamma1 inh	ADAM17 inh	hgDAF12 agonist	PLCb3 inh	sPLA2-III inh	DAX1 inh-2
Cn1c(=O)c2c([nH]c(=O)n2C)n(C)c1=O	-0.7	1.3	0.1	-4	-1.0	2	1	0.4	6	4	-1.0
CCOC(=O)c1sc(-c2ccccc2)cc1NC(=O)Nc1ccc([N+](=O)[O-])cc1	-1.2	0.8	-0.5	-4	-0.6	-2	0	0.7	0	9	0.5
Cc1cc(S(=O)(=O)N2CCN(c3c(C)cccc3C)CC2)ccc1F	-1.2	-0.8	-0.7	0	-0.3	-4	-3	0.2	-6	-4	0.4
NC(=O)c1nsc(C(=O)N(c2ccccc2F)C(C(=O)NCc2ccccc2)c2ccc(O)cc2)c1N (configuration not stated)	-1.3	-9.3	-3.2	-487	-0.9	-221	-109	-3.7	-342	-36	-3.4
Cc1ccc(NC(=O)c2ccccc2-c2ccccc2C(=O)O)cc1C	-1.3	0.3	0.3	-2	-0.6	5	-2	-0.8	-1	-2	0.0
O=C(Nc1cc(Sc2ccccn2)cc([N+](=O)[O-])c1)c1ccc(Cl)cc1	-1.3	-0.1	-1.5	-4	-0.3	3	1	-2.0	-2	6	-2.3
COc1ccc(C(=O)C(=O)N2CCN(C(=O)c3ccccc3C(F)(F)F)CC2)cc1OC	-1.4	x	-0.4	-12	0.1	-1	-4	0.3	1	3	x
COc1cc(C(=O)Nc2sc3c(c2C(=O)O)CCC3)cc(OC)c1OC	-1.1	2.6	-1.4	4	-0.2	-26	0	-0.6	-50	-2	2.5
CC1Nc2ncnc(N3CCN(c4ccccc4)CC3)c2N(Cc2ccccc2)C1=O (configuration not stated)	-1.2	-0.4	-2.0	-4	0.2	-2	-2	0.6	1	0	0.8
Cc1ccc(-n2ncc3c2CCCC3NC(=O)CCn2ccnc2C)cc1C (configuration not stated)	-1.4	-1.5	0.2	1	-2.0	-2	-2	-1.6	-11	-5	0.2
